# Assay outcomes: PubChem, National Center for Advancing Translational Sciences (NCATS)
# Epigenetic derep: derepresses silenced GFP reporter in murine cells | 280,000 compounds, 0.2% hits | murine LDR cells, GFP reporter derepression, 30 h | Potency, µM (top dose mostly 53.9 µM), for inactives: top-dose GFP activation, actives largely listed as activators | AID 1865; also: % of control where 0% means no effect; nearly all actives have a fitted effect of over 60% in size
#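 In this reporter-derepression format, murine cells bearing a silenced integrated CMV-GFP locus incubate with test compound (30 h, 37 C), then are washed and imaged; fluorescent objects of 20–120 um count as induced cells.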
# RECQ1 helicase: RECQ1 (human) helicase inhibition; P46063; RECQ1 DNA unwinding, red fluorescence kinetic read; Potency, µM (series often up to 57.3 µM), for inactives: top-dose activity, negative = inhibition, actives largely listed as inhibitors; 240,000 compounds, 0.54% hits;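 also: plate controls were vehicle for no effect and no enzyme for full effect; nearly all actives have a fitted effect of over 30% in size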
#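 RECQ1T1 50 nM; forked duplex (20 bp + 30-nt ss tails) 200 nM, ATP 2 mM final; pH 8.0, 2 mM MgCl2, 2.5 ug/ml poly(dI-dC); 15 min compound preincubation; discontinuous kinetic read over 2 h at RT.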
# SMN2 splice enh: SMN2 splice variant enhancement; HEK293 SMN2-luciferase splicing reporter, luminescence, 30-36 h; Potency, µM (top dose mostly 46.1 µM), without a hit: at the top dose activity change, positive = activation, usual class: activators; 210,000 compounds, 2.8% hits; AID 1458; also: % of control where 0% means no effect; nearly all actives have a fitted effect of over 55% in size
#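 HEK293 cells carry an SMN2 […]–luciferase reporter in which exon 7 inclusion puts luciferase in frame. Cells were plated 10-12 h before compound addition, then incubated 30-36 h at 37C. ONE-Glo luminescence was read; sodium butyrate at 4.5 mM final served as control.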
# RGS12 GoLoco inh: blocks human Gai1 binding to RGS12 GoLoco peptide, red readout; 230,000 compounds, 0.44% hits; Potency, µM (top dose mostly 61.6 µM), inactives show at the highest dose activity, negative = inhibition, usual class: inhibitors; Gai1:RGS12 GoLoco peptide FP, rhodamine, 10 min; AID 880; active = well fitted inhibition curve with a large enough effect, not every such curve was filed as active; inactive = no such curve, though single readings can be large or run the other way; also: % is scaled to controls: 0 for no effect and ±100 for the full control effect; nearly all actives have a fitted effect of over 30% in size; many of its hits are not listed in these tables
# Target sequence (P63096 whole entry, looked up): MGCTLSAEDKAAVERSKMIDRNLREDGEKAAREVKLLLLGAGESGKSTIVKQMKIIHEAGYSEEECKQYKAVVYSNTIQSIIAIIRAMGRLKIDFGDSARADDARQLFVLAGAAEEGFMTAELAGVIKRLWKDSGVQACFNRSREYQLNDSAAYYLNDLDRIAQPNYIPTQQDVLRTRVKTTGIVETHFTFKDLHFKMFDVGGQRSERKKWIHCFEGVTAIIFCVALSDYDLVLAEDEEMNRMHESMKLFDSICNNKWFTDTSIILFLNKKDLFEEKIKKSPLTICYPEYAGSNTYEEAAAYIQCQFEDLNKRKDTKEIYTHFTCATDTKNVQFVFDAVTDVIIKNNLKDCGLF
# KDM4E inh: JMJD2E (human) inhibition | JMJD2E catalytic domain, FDH-coupled NADH fluorescence (FDH is formaldehyde dehydrogenase) | 230,000 compounds, 1.6% hits | Potency, µM (top dose mostly 57.1 µM), inactives show at the highest dose activity change, negative = inhibition, usual class: inhibitors | AID 2147 | B2RXH2; active = well fitted inhibition curve with a large enough effect, not every such curve was filed as active; inconclusive = small, poorly fitted or top-dose-only effect, or another doubt; inactive = no such curve, though single readings can be large or run the other way;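 also: 0% = wells with enzyme and -100% = buffer wells without enzyme; nearly all actives have a fitted effect of over 50% in size; many of its hits are not listed in these tables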
# Target sequence (B2RXH2 1-337 limits assumed): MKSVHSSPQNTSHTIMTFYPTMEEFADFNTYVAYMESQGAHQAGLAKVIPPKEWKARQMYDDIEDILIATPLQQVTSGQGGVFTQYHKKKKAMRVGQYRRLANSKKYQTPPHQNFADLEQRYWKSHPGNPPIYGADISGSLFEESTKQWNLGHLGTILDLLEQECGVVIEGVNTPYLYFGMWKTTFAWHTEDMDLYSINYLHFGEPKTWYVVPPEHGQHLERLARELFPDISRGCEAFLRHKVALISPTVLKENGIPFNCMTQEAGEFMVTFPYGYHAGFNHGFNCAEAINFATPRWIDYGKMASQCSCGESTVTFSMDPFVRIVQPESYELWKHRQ
# NPSR antag: neuropeptide S receptor (human) antagonism, cAMP; Potency, µM (series often up to 38.3 µM), without a hit: at the highest dose activity change, negative = inhibition, most hits filed as inhibitors; 220,000 compounds, 1% hits; CHO-NPSR cells, cAMP TR-FRET, antagonist mode; AID 1461; also: % is scaled to controls: 0 for no effect and ±100 for the full control effect; nearly all actives have a fitted effect of over 50% in size; many of its hits are not listed in these tables
# Target sequence (Q6W5P4 whole entry, looked up): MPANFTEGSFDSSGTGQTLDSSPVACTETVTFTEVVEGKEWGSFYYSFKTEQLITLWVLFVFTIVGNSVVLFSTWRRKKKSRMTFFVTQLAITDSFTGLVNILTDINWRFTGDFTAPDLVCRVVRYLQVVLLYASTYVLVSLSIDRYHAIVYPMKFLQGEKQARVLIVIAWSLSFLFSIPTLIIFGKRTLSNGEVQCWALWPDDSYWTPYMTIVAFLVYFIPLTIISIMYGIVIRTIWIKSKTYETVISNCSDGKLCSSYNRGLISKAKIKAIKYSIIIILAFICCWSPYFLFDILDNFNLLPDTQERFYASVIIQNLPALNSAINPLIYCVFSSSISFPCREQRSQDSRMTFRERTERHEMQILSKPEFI
# Luc counter: counter-screen: inhibitors of Kinase-Glo firefly luciferase | Q27757 | Kinase-Glo luciferase, ATP luminescence, 8 min | Potency, µM (series often up to 38.3 µM), inactives show at the top dose activity change, negative = inhibition, hits mostly inhibitors | 200,000 compounds, 0.28% hits; also: % is scaled to controls: 0 for no effect and ±100 for the full control effect; nearly all actives have a fitted effect of over 60% in size
#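 Compound is pinned into ATP-containing buffer (10 uM ATP, imidazole pH 7.2, 7 mM MgCl2). Kinase-Glo luciferase reagent is then added. Light output is recorded following an 8-min room-temperature incubation.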
# IMPase Li inh: membrane-permeable IMPase blocker, potentiated with lithium; CHO-M1 cells, IP1 TR-FRET (IP-One), carbachol + lithium; Potency, µM (doses to about 59.4 µM), without a hit: at the top dose activity, negative = IMPase inhibition, most hits filed as inhibitors; 210,000 compounds, 0.35% hits;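 also: IP1 builds up when IMPase is blocked and the TR-FRET signal falls; plate controls were basal vehicle for no effect and high inhibitor control for full effect; nearly all actives have a fitted effect of over 50% in size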
#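 Readout is a homogeneous TR-FRET IP1 immunoassay (Ex 320, Em 665 and 620), where raised cytosolic IP1 lowers signal. Cells were CHO-M1 treated 30 min at 37C with test compounds plus a little lithium; AC50 values came from Hill-equation fitting.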
# An asterisk follows results filed as active; i = inactive; ? = inconclusive; . = no result given; [ ] = dose if it differs, or a comment. Unless noted, calls follow the shape of the dose curve; as a rule, active = well fitted curve in the direction sought with a large enough effect; inconclusive = small, poorly fitted or top-dose-only effect, or another doubt; inactive = no such curve, though single readings can be large; an effect the other way counts as inactive or inconclusive. Potency is read from the fitted curve at half-maximal effect. These rows are one share of the data; rates above refer to the full screens.
SMILES,Epigenetic derep,RECQ1 helicase,SMN2 splice enh,RGS12 GoLoco inh,KDM4E inh,NPSR antag,Luc counter,IMPase Li inh
CC1CC(C)CN(C(=O)c2ccncc2)C1 (stereo unspecified),0.0%,i,-11%,-1%,0%,5%[46.1 µM],-3%,14%[38.3 µM]
CC1CCN(CCCCOc2ccc(C(=O)c3ccccc3)cc2)CC1,-2.8%,-14%,2%,1%,?,4%[46.1 µM],-3%,20%[38.3 µM]
O=C(O)CNC(=O)CC1S/C(=N/N=C/c2ccccc2O)NC1=O (stereo unspecified),1.7%,0%,17%,5%,9%,3%,-3%,4%
CCC(C)N1C(=O)CCC1C(=O)N1CCN(c2ccccc2F)CC1 (stereo unspecified),-1.0%,-16%,-6%,8%,-4%,-4%[46.1 µM],0%,-6%[38.3 µM]
CCc1cc2cc3c(cc2nc1SCC(=O)Nc1cc(C)on1)OCO3,-1.8%,i,16%,8%,3%,?,-4%,?
O=[N+]([O-])c1ccc(-c2csc3[n+]2CCS3)cc1,-0.3%,-1%,-5%,2%,-11%,-7%[46.1 µM],15%,27%[38.3 µM]
COc1ccc(N2C(=O)CSC2c2ccc3c(c2)OCO3)c(OC)c1 (stereo unspecified),0.0%,-4%,15%,8%,5%,-7%[46.1 µM],2%,24%[38.3 µM]
O=C(c1ccc(F)cc1)N1CCN(c2ccc([N+](=O)[O-])c(N3CCCCC3)c2)CC1,-1.0%,-14%,.,.,4%,?,.,.
CCOC(=O)c1nn(-c2ccccc2)c2nnc(Cc3ccccc3)c(=O)n12,1.0%,-8%,3%,-13%,1%,-1%,-1%,6%
N#C/C(=C/c1ccc(N2CCCCC2)o1)C(=O)Nc1ccc(Cl)cc1,0.63µM*,-1%,3.2µM*,-66%,2%,-7%[46.1 µM],-1%,-2%
CCc1c(C)nc(SCc2ccccn2)[nH]c1=O,-2.4%,i,21%,-10%,0%,11%,-1%,3%
CCOc1ccc2[nH]c(=O)c(CN(Cc3cccs3)Cc3nnnn3C(C)(C)CC)cc2c1,-1.6%,?,-12%,1%,?,?,1%,14%[38.3 µM]
CC1(C)CC(O)C(C)(C)N1O (stereo unspecified),-0.1%,-4%,9%,-3%,0%,3%[46.1 µM],2%,-3%[38.3 µM]
COc1ccc(NC(=O)C2CCC(N3C(=O)C4C5C=CC(C5)C4C3=O)CC2)cc1 (stereo unspecified),0.8%,-4%,-5%,-19%,1%,-4%[46.1 µM],3%,28%[38.3 µM]
COC(=O)c1ccc2c(c1)N(C)C(=O)CS2,-3.1%,i,-30%[inhibitor],-3%,2%,-13%[46.1 µM],2%,3%[38.3 µM]
CCCn1nnnc1NC(=O)c1ccc2ccccc2c1,3.0%,2%,27%,1%,?,25%,1%,0%
CCSc1nnc(NC(=O)c2cccc(S(=O)(=O)N(C)c3ccccc3)c2)s1,-3.0%,-1%,6%,-9%,125%,-14%,3%,-8%
CCCC(C1=C(O)CC(C)(C)CC1=O)C1C(=O)CC(C)(C)CC1=O (stereo unspecified),-1.2%,-2%,2%,-6%,-13%,-4%[46.1 µM],2%,9%
O=C(Nc1ccc(CSc2ccccc2)cc1)c1ccc(CN2CCOCC2)cc1,0.0%,-3%,-76%[inhibitor],5%,19%,11%,1%,15%
Cc1[nH]c(=O)[nH]c(=O)c1S(=O)(=O)NCCc1ccc(S(N)(=O)=O)cc1,0.9%,-17%,-14%,9%,6%,-5%[46.1 µM],-5%,14%[38.3 µM]

# 4 entries picked at random from the list so far:
SMILES,Epigenetic derep,RECQ1 helicase,SMN2 splice enh,RGS12 GoLoco inh,KDM4E inh,NPSR antag,Luc counter,IMPase Li inh
CCc1cc2cc3c(cc2nc1SCC(=O)Nc1cc(C)on1)OCO3,-1.8%,i,16%,8%,3%,?,-4%,?
CCCn1nnnc1NC(=O)c1ccc2ccccc2c1,3.0%,2%,27%,1%,?,25%,1%,0%
COC(=O)c1ccc2c(c1)N(C)C(=O)CS2,-3.1%,i,-30%[inhibitor],-3%,2%,-13%[46.1 µM],2%,3%[38.3 µM]
O=C(c1ccc(F)cc1)N1CCN(c2ccc([N+](=O)[O-])c(N3CCCCC3)c2)CC1,-1.0%,-14%,.,.,4%,?,.,.

# Further structures follow.
SMILES,Epigenetic derep,RECQ1 helicase,SMN2 splice enh,RGS12 GoLoco inh,KDM4E inh,NPSR antag,Luc counter,IMPase Li inh
CCN(Cc1cc2ccc(C)cc2[nH]c1=O)C(=O)c1cccnc1,0.1%,i,-17%,-5%,?,-3%[46.1 µM],0%,8%[38.3 µM]
Cc1ccc(-c2nn(C)c(=O)c3ccccc23)cc1CNC(=O)c1ccccc1,1.1%,-15%,.,11%,-26%,29%,.,.
Cc1nc(-c2noc(-c3cccc(Cl)c3)n2)c(C(F)(F)F)o1,-1.1%,-7%,.,0%,6%,7%,.,.
CCOC(=O)c1cc2[nH]c3ccccc3c2[n+](-c2ccc([N+](=O)[O-])cc2)c1N,-1.6%,4%,6%,-2%,0%,-29%,4%,22%
O=C(Cn1cnc2ccccc2c1=O)c1ccc2ccccc2c1,-0.7%,0%,?,-3%,?,-9%[46.1 µM],-3%,-11%[38.3 µM]
CC(C)c1nnc(SCC(=O)Nc2ccc3c(c2)OCO3)n1C,-0.8%,3%,5%,2%,6%,-6%[46.1 µM],1%,3%
Cc1cccc(C(=O)NN2S(=O)(=O)c3ccccc3S2(=O)=O)c1,-3.7%,-4%,-17%,2%,-12%,18%,2%,-1%
CN(C)C(=S)Nc1ccc([N+](=O)[O-])cc1,-0.9%,-2%,.,15%,2%,9%,-2%,-2%
CCOC(=O)c1ccc(NC(=O)CC2C(=O)N(c3ccc(F)cc3)C(=O)N2CCCOC)cc1 (stereo unspecified),-3.3%,i,-10%,-18%,-1%,-28%[46.1 µM],-1%,-2%[38.3 µM]
Cc1noc2ncnc(Sc3c(Cl)cccc3Cl)c12,3.3%,-1%,-9%,-8%,-4%,?,12%,31%[activator][38.3 µM]
Cc1cc(C)cc(OCC(=O)OCC(=O)NCc2ccco2)c1,-3.0%,-5%,-7%,-10%,5%,-5%[46.1 µM],3%,0%[38.3 µM]
COc1ccc(CN2CC(C(=O)NCc3ccccn3)CC2=O)cc1 (stereo unspecified),-1.1%,-2%,?,-38%,-9%,-2%[46.1 µM],0%,19%[38.3 µM]
O=C(NC1CC1)c1ccc(CN(c2ccccc2)S(=O)(=O)c2ccccc2)cc1,-0.1%,i,-4%,9%,19%,-35%,3%,19%
C/C(N)=C(/C#N)C(=O)COC(=O)C1CCC(C(C)(C)C)CC1 (stereo unspecified),-5.8%,-14%,-11%,-7%,-4%,25%[46.1 µM],-3%,14%[38.3 µM]
NC(=O)COC(=O)c1cccc(S(=O)(=O)N2CCCCC2)c1,-2.6%,-5%,1%,3%,7%,-4%,5%,-3%
c1cc2c(cc1C1=Nn3c(nnc3C3CCCCC3)SC1)OCO2,1.7%,i,-10%,6%,-3%,-15%[46.1 µM],-6%,5%[38.3 µM]
COc1ccc(/C=C/C(=O)Nc2ccc(-n3nncc3-c3ccccc3)cc2)cc1OC,-1.0%,i,1%,0%,?,-3%,4%,2%
O=C(CN1CCCCCCC1)Nc1cccc(Cl)c1Cl,-0.2%,-13%,-2%,5%,12%,-45%,-2%,5%
CC1=NN(C(N)=S)C(=O)C1N=Nc1cccc2ccccc12 (stereo unspecified),2.2%,i,?,27%,-5%,-26%,-3%,18%
O=C(Nc1nnc(CC(c2ccccc2)c2ccccc2)s1)c1ccco1,0.5%,-16%,-13%,3%,1%,-4%[46.1 µM],-1%,11%[38.3 µM]
CSc1nnc(NC(=O)c2ccc(C)c(S(=O)(=O)N3CCOCC3)c2)s1,-2.1%,-3%,11µM*,4%,?,-16%[46.1 µM],-5%,8%[38.3 µM]
O=S(=O)(NCC1CCCO1)c1ccc(Oc2ccccc2)cc1 (stereo unspecified),0.0%,-8%,.,3%,2%,-9%[46.1 µM],1%,0%[38.3 µM]
O=C(/C=C/NCC(=O)c1ccccc1)c1ccc(Br)cc1,-1.0%,-17%,11%,-7%,-10%,7%,1%,-4%
CC(C)Cn1c(-c2ccc(F)cc2)n[nH]c1=S,-6.3%,i,6%,24%,?,-28%[46.1 µM],-1%,3%[38.3 µM]
Fc1cccc(/C=N/Nc2ccc3ccccc3n2)c1,1.4%,-15%,2.5µM*,8%,?,-31%,-3%,-5%
O=C(N/N=C/c1ccc(OCc2ccccc2)cc1)c1cccs1,1.1%,-5%,0%,8%,?,-12%[46.1 µM],-2%,17%[38.3 µM]
COc1c(Br)cc2c(C)c(C(=O)O)oc2c1Br,2.9%,-8%,-4%,13%,-2%,-7%,5%,-12%
Cc1nc2ccc(C(=O)OCc3ccccc3Br)cc2nc1C,-1.1%,-7%,8%,15%,1%,-27%[46.1 µM],-8%,-7%[38.3 µM]
COc1ccc(Br)cc1CN1CCCC(C(=O)N2CCCCCC2)C1 (stereo unspecified),-0.9%,-3%,-21%,-4%,-22%,1%[46.1 µM],0%,16%[38.3 µM]
O=c1[nH]c(=S)[nH]c2c1CN(CCCN1CCOCC1)CN2,.,.,-9%[9.22 µM],-10%[14.2 µM],.,.,0%[7.66 µM],1%
O=C(CCc1nc2ccccc2c(=O)[nH]1)N1CCN(c2ccc(F)cc2)CC1,-0.5%,0%,-24%,1%,10%,15%,0%,6%
CCCc1nnc(NC(=O)CCC(=O)NCc2ccc(OC)cc2)s1,0.0%,11%,.,8%,1%,7%,.,.
C/C(=N\NC(=O)CN(c1ccc(C)cc1)S(C)(=O)=O)c1cccs1,-6.2%,3%,2%,5%,-5%,4%,-4%,3%
C=CCN1C(=O)CC(C(=O)NC)SC1=Nc1ccc(C(=O)OCC)cc1 (stereo unspecified),-9.5%,-4%,-3%,5%,-2%,-10%[46.1 µM],3%,4%[38.3 µM]
COc1cccc(C2CC(=O)Nc3cc4c(cc32)CCC4)c1 (stereo unspecified),3.8%,i,.,17%,-1%,1%,3%,16%
c1nc(NCCN2CCOCC2)c2c3c(sc2n1)CCCCC3,-1.2%,-3%,-8%,12%,-1%,-4%[46.1 µM],-2%,15%[38.3 µM]
